Screening results from PubChem BioAssay.
QS inhibitor – inhibitors of bacterial quorum sensing in S. aureus; S. aureus RN6390 RNAIII-GFP reporter, AIP-induced, flow cytometry 3 h; inhibition, % at 2 µM; 24,000 compounds, 0.3% hits;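 active = share of bacteria positive for the green fluorescent reporter and its mean brightness both inhibited by 50% or more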;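 note: 0% = AIP-stimulated control and 100% = unstimulated bacteria without AIP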
QS inhibitor GFP MFI % – second read-out of QS inhibitor, no call of its own (marks repeat the call); inhibition, %; measured here: inhibition of GFP MFI
The depositor's hits bear a star. This is a subset; the hit share may differ from the screen's.

SMILES	QS inhibitor	QS inhibitor GFP MFI %
Cc1cccc(N2CCN(C(=O)C3CCN(S(=O)(=O)c4cnc[nH]4)CC3)CC2)c1C	-10	-17
COc1ccc(NC(=O)CCS(=O)(=O)c2ccc(OC)cc2)cc1	-1	-7
Cc1cc(C)n(-c2ccc(N3CCOCC3)nn2)n1	0	3
CCOc1c(OC)cccc1C1CC(=O)Nc2cc(OC)c(OC)cc21 (stereo unspecified)	-5	-26
COc1cc2ccccc2cc1C(=O)Nc1ccc(S(=O)(=O)Nc2cc(C)on2)cc1	0	-22
COC(=O)C1C(=O)c2c([nH]c(C(=O)OCCSC)c2C)CC1C (stereo unspecified)	-1	-1
CCOc1ccc(-n2c(SCC(=O)NCc3ccco3)nc3c(c2=O)SCC3)cc1	-4	-1
CCOC(=O)c1cccc(N2C(N)=NC(N)=NC2(C)C)c1	-2	-24
COc1ccc(-n2nnc3c(SCC(=O)NCC4CCCO4)ncnc32)cc1 (stereo unspecified)	1	4
Cc1ccc(F)cc1NC(=O)c1c(-c2ccccc2)noc1C	-3	-9
O=C(Nc1cccnc1)c1noc2c1CCCCC2	-3	-12
COc1ccccc1NC(=O)CSc1nnc(Cn2nnc(-c3ccccc3)n2)n1-c1ccccc1	-4	-16
O=C(Nc1nc2ccccc2n1CCOc1ccc(Cl)cc1)c1ccco1	38	47
CC1=CC2=C(OC1N(C)C)c1cccc3cccc(c13)C2=O (stereo unspecified)	0	4
Fc1ccccc1Cn1nnc2c(-n3ccnc3)ncnc21	-2	-11
O=C(CN1CCOCC1)Nc1ccc(-c2nc3ccccc3[nH]2)cc1	6	22
O=C(NCc1ccccn1)C(C(=O)c1ccc(F)cc1)n1ccccc1=O (stereo unspecified)	0	4
Cc1ccc(-n2c(C)nc3c(cnn3-c3ccc(F)cc3)c2=O)cc1	2	18
COc1ccc(NC(=O)CN2CCN(S(=O)(=O)c3ccc(F)cc3)CC2)cc1Cl	11	26
CCCS(=O)(=O)N1CCn2c(nc3ccccc32)C1	2	4
CCCCOc1ccc(C(=O)Nc2ccc(N3CCN(C(C)=O)CC3)cc2)cc1	-1	-8
Nn1c(SCC(=O)Nc2ccc3c(c2)OCCO3)nnc1C(F)(F)F	-1	-7
CCOC(=O)CNS(=O)(=O)c1c(C)noc1C	-10	-14
COc1ccc(C2C=C(c3cccs3)Nc3nc(CCCO)nn32)cc1 (stereo unspecified)	-4	-20
COc1ccccc1N1CCN(C(=O)c2cc3c(-c4ccc(Cl)cc4)nn(C)c3s2)CC1	11	25
SMILES	QS inhibitor	QS inhibitor GFP MFI %
Cn1c(=O)oc2cc(S(=O)(=O)N3CCCC(C(=O)NCc4ccc5c(c4)OCO5)C3)ccc21 (stereo unspecified)	-2	-4
CC(c1ccccc1)n1cnc2ccccc21 (stereo unspecified)	0	7
CCCCCC1CC(=O)N(Cc2ccc(Cl)cc2)C(=O)N1 (stereo unspecified)	-3	-5
Cn1c(=O)[nH]c(=O)c2c1nc(N(CCO)Cc1ccccc1)n2CCCc1ccccc1	0	-6
COc1ccccc1NC(=O)N1CCCC1C(=O)NC1CCCCC1 (stereo unspecified)	0	3
Cc1nc2ccccc2n1S(=O)(=O)N(C)C	0	6
COc1cc2c(cc1OC)C(c1ccc(C)o1)CC(=O)N2 (stereo unspecified)	3	9
O=C(CCCNS(=O)(=O)c1cccc2nsnc12)NCCc1ccccc1	-5	-20
COc1ccc(Cl)cc1NC(=O)C1CCCN(S(=O)(=O)c2cccc3nonc23)C1 (stereo unspecified)	-2	-5
COc1ccc(C(=O)NCc2nnc(SC)n2C2CCCCC2)cc1	5	34
COc1ccc(NC(=O)C(C)NS(=O)(=O)c2ccc(NC(C)=O)cc2)cc1Cl (stereo unspecified)	-4	-10
CCn1c(=O)n(CC(=O)NCc2ccccc2OC)c(=O)c2ccccc21	-1	-3
COc1ccc2c(c1)C(=NO)c1cc(OC)ccc1-2	4	22
COc1ccc(NC(=O)CSc2nc3c(c(=O)n2-c2ccc(F)cc2)SCC3)c(OC)c1	0	2
O=C(Nc1ccc(C(F)(F)F)cc1)C1CCCN1S(=O)(=O)c1cccc2cccnc12 (stereo unspecified)	-3	-2
COc1cccc(-c2nnn(CC(=O)O)n2)c1	-1	-6
COc1ccccc1Nc1ccc(C(=O)NC2CCCCC2)cn1	-3	-13
c1ccc(-c2nc3ccccc3o2)nc1	-6	-8
O=C(NCCc1c[nH]c2ccccc12)c1ccc(S(=O)(=O)NCc2ccco2)cc1	-4	-25
CC(C)(C)NC(=O)C(Cc1ccccc1)NS(=O)(=O)c1cccc2nsnc12 (stereo unspecified)	-1	-20
Cc1ccc2cccc(O)c2[n+]1[O-]	-5	-12
Cc1oc2ccc(OCC(N)=O)cc2c1C(=O)OC(C)C	2	14
COC(=O)C1=C(C)NC(=O)C1(NC(=O)c1cccnc1)C(F)(F)F (stereo unspecified)	1	4
CCc1ccc(N(CC(=O)Nc2nc3ccc(C)cc3s2)S(=O)(=O)c2c(C)noc2C)cc1	0	3
c1ccc(CCc2nn3c(Cn4cnc5ccccc54)nnc3s2)cc1	3	8
SMILES	QS inhibitor	QS inhibitor GFP MFI %
C=CCN=C1CC(C)(C)CC(=O)/C1=C(/O)CCC(=O)OC	0	5
O=C(CCn1c(=O)oc2ccccc21)NCc1cccs1	-2	37
CCCc1cc(C(=O)NCc2ccco2)no1	-3	-12
CC(=O)Nc1ccccc1OCC(=O)c1cc(C)n(Cc2cccs2)c1C	-2	5
O=C(NC(C(=O)c1ccccc1)n1ccc(=O)[nH]c1=O)c1ccccc1 (stereo unspecified)	5	16
CC1(C)CC(=O)C(C=NCCN2CCNC2=O)=C(O)C1	-1	-3
COc1cc(C2C(C#N)=C(N)Oc3n[nH]c(-c4ccncc4)c32)cc(OC)c1OC (stereo unspecified)	7	14
Oc1cc(NCc2cccnc2)ccc1-c1nc2ccccc2o1	-1	-10
C=CCSc1nc(N)c(C(=O)Nc2ccccc2C)cc1C(N)=O	-1	-2
CC(C)COC(=O)NCCCOC(=O)Nc1ccccc1	-4	-34
COc1ccc(NC(=O)c2cc(C(C)C)on2)cc1OC	1	9
COc1ccccc1-c1c(C)nn2c(N3CCN(c4ccccc4OC)CC3)cc(C)nc12	-1	16
CCN1CCCC1CNC(=O)c1cc2c(-c3cccc(OC)c3)nn(C)c2s1 (stereo unspecified)	1	3
O=C(NCCc1c[nH]c2ccccc12)C(=O)NCC(c1ccco1)N1CCN(c2ccccc2)CC1 (stereo unspecified)	0	12
CC1(C)CC(=O)C2=C(C1)Nc1nc(SCCN3CCOCC3)[nH]c(=O)c1C2c1cccs1 (stereo unspecified)	9	20
O=C(CSc1ncnc2ccccc12)N1CCN(c2ccccc2)CC1	3	5
COc1ccc(NC(=O)c2cc3cc(OC)ccc3oc2=N)cc1	2	10
CCOC(=O)N1CCC(c2cc(=O)n3[nH]cc(C(=O)OC)c3n2)CC1	3	-28
COc1ccccc1S(=O)(=O)Cc1ccc(C(=O)NCc2ccc3c(c2)OCO3)o1	0	-2
O=C1CC2CS(=O)(=O)CC2N1C1CCCCC1 (stereo unspecified)	-4	-24
COc1cccc(-n2ccnc2SCC(=O)NCc2ccccc2)c1	-8	-17
COc1ccc(C(=O)Nc2ccc(N3CCN(c4ccc(OC)cc4)CC3)c(C#N)c2)cc1	-6	-36
O=C(NCc1ccccn1)c1cccs1	0	2
Cc1cc(NC(=O)CSc2nc3ccccc3c(=O)n2CCCC(=O)NCc2ccco2)n[nH]1	7	16
COc1ccc(CN2CC(C(=O)NCc3cccc(OC)c3)CC2=O)cc1 (stereo unspecified)	-2	7

As a working copy, 18 of the compounds above.
SMILES	QS inhibitor	QS inhibitor GFP MFI %
CC(=O)Nc1ccccc1OCC(=O)c1cc(C)n(Cc2cccs2)c1C	-2	5
O=C(NC(C(=O)c1ccccc1)n1ccc(=O)[nH]c1=O)c1ccccc1 (stereo unspecified)	5	16
CC1(C)CC(=O)C(C=NCCN2CCNC2=O)=C(O)C1	-1	-3
COc1cc(C2C(C#N)=C(N)Oc3n[nH]c(-c4ccncc4)c32)cc(OC)c1OC (stereo unspecified)	7	14
Oc1cc(NCc2cccnc2)ccc1-c1nc2ccccc2o1	-1	-10
C=CCSc1nc(N)c(C(=O)Nc2ccccc2C)cc1C(N)=O	-1	-2
CC(C)COC(=O)NCCCOC(=O)Nc1ccccc1	-4	-34
COc1ccc(NC(=O)c2cc(C(C)C)on2)cc1OC	1	9
COc1ccccc1-c1c(C)nn2c(N3CCN(c4ccccc4OC)CC3)cc(C)nc12	-1	16
CCN1CCCC1CNC(=O)c1cc2c(-c3cccc(OC)c3)nn(C)c2s1 (stereo unspecified)	1	3
O=C(NCCc1c[nH]c2ccccc12)C(=O)NCC(c1ccco1)N1CCN(c2ccccc2)CC1 (stereo unspecified)	0	12
CC1(C)CC(=O)C2=C(C1)Nc1nc(SCCN3CCOCC3)[nH]c(=O)c1C2c1cccs1 (stereo unspecified)	9	20
O=C(CSc1ncnc2ccccc12)N1CCN(c2ccccc2)CC1	3	5
COc1ccc(NC(=O)c2cc3cc(OC)ccc3oc2=N)cc1	2	10
CCOC(=O)N1CCC(c2cc(=O)n3[nH]cc(C(=O)OC)c3n2)CC1	3	-28
COc1ccccc1S(=O)(=O)Cc1ccc(C(=O)NCc2ccc3c(c2)OCO3)o1	0	-2
O=C1CC2CS(=O)(=O)CC2N1C1CCCCC1 (stereo unspecified)	-4	-24
COc1cccc(-n2ccnc2SCC(=O)NCc2ccccc2)c1	-8	-17

More structures:
SMILES	QS inhibitor	QS inhibitor GFP MFI %
Cc1onc(-c2ccccc2)c1C(=O)Nc1ccc(OC(C)C)cc1	2	6
COc1ccc(CNC(=O)CN(c2cc(C)cc(C)c2)S(=O)(=O)c2c(C)noc2C)cc1	0	2
CC1=C(C(=O)Nc2ccc(F)cc2)C(c2cccc(C)c2)n2nc(CCCO)nc2N1 (stereo unspecified)	0	1
CCCCN=CC1=C(O)C(C(=O)OC)C(C)(C)CC1=O (stereo unspecified)	0	0
O=C(CCS(=O)(=O)c1cccs1)NC1CCCCCC1	2	9
COc1ccc(-c2cc3nc4n(c(=O)c3s2)CCC4)cc1	2	8
CC(C)(C)Cc1nc(-c2ccccn2)no1	-1	-2
CC1CCCC(NC(=O)CSc2ncccc2C(=O)O)C1C (stereo unspecified)	5	30
CCOC(=O)c1cc(CC)sc1NC(=O)COC	-1	-9
O=c1cc(C(F)F)oc2c1ccc1ccccc12	-1	-2
COC(=O)c1cccc(C(=O)Nc2ccc(C)cc2Br)n1	-1	-18
CC(=O)N1CCc2cc(Br)cc(S(=O)(=O)NCC3CCCO3)c21 (stereo unspecified)	1	15
OC1(c2cccc(C(F)(F)F)c2)CCN(c2ccc(-c3ccccc3)nn2)CC1	1	-9
COC(=O)c1ccc2c(c1)nc(C)n2CCO	-3	-2
Cc1ccc(-n2c(SCC(=O)Nc3nccs3)nc3c(c2=O)SCC3)cc1	0	-1
COc1ccc(CCNc2oc(COc3ccccc3F)nc2C#N)cc1	4	5
CCn1cc(C(=O)N2CCn3c(nc4ccccc43)C2)c(=O)c2ccc(C)nc21	-1	8
C/C(Nc1cccc(F)c1)=C(/C#N)C(N)=O	-5	-2
CCOC(=O)Nc1cc(OCC)c(NC(=O)C2CC2)cc1OCC	-1	-4
COc1ccc(OC)c2c(N3CC(C)OC(C)C3)cc(C(F)(F)F)nc12 (stereo unspecified)	-1	1
CCc1ccc(S(=O)(=O)NCc2cn3cccc(C)c3n2)s1	1	-16
Cc1cccc(-c2nc(CS(=O)CC(=O)N3CCCCC3)c(C)o2)c1 (stereo unspecified)	0	-4
CCOC(=O)CSc1nc2c(c(=O)n1-c1ccc(OCC)cc1)SCC2	-6	-13
CCOc1ccc(Cc2nc(C)c(CC(=O)N3CCCCC3)c(=O)[nH]2)cc1	-1	-16
O=C(Cn1cc2c(n1)CCCCC2)NCCCN1CCOCC1	-3	-16
SMILES	QS inhibitor	QS inhibitor GFP MFI %
CC(=O)Cc1nsc(NC(=O)c2ccc(Br)o2)n1	0	-17
COc1ccc(CCNC(=O)CSc2nnc(CNC(=O)c3cccs3)o2)cc1OC	-1	1
CCc1cccc(NC(=O)CN(c2ccc(OC)cc2)S(=O)(=O)c2c(C)n[nH]c2C)c1	-1	5
COc1ccc(Nc2ncnc3c2cnn3-c2ccccc2)cc1OC	0	11
O=C(c1ccc2nc(N3CCCCC3)sc2c1)N1CCN(c2ccccn2)CC1	1	15
COC(=O)C(NC(C)=O)(Nc1nc2ccc(S(C)(=O)=O)cc2s1)C(F)(F)F (stereo unspecified)	-5	-7
O=C(NC1CCCCC1)C(c1ccccc1)N1CCCC1 (stereo unspecified)	4	10
O=C(O)c1cnn(-c2ccccc2)c1-n1cccc1	-6	-8
CC1CN(Cc2nc3c(c(=O)[nH]c(=O)n3C)n2CC(N)=O)CC(C)O1 (stereo unspecified)	-3	-10
COc1cc(Br)cc(/C=N/c2ncn[nH]2)c1O	-1	2
Cc1ccc(/C=N/c2sc3c(c2C#N)CCC3)s1	2	8
COc1ccc(NC(=O)c2cc(-c3ccc(OC)c(OC)c3)on2)cc1OC	3	11
CC(C)=C1C2C=CC1C(C(=O)Nc1cc(C)ccc1C)C2C(=O)O (stereo unspecified)	-5	-28
COC(=O)C(C)n1cnc2c(nnn2-c2ccc(OC)cc2)c1=O (stereo unspecified)	-5	-29
COc1ccc(Cn2nnc3c(=O)[nH]c(C4CCN(C(=O)c5ccccc5Cl)CC4)nc32)cc1	-12	4
CCOC(=O)CSC1=C(C#N)C(c2ccc(C)cc2)C(C(=O)OC)C(=O)N1 (stereo unspecified)	-1	-11
CCn1c(N)c(C(=O)NCc2cccnc2)sc1=S	-4	-9
COc1ccc(C(O)c2nccn2Cc2ccccc2)cc1 (stereo unspecified)	5	15
COc1cc(NC(=O)c2cccc3c2C(=O)N(Cc2cccnc2)C3)cc(OC)c1OC	-2	-6
CCCC(=O)n1nc(-c2ccco2)nc1SCc1ccccc1	0	8
O=C1CNCc2[nH]c3ccccc3c2N1c1ccccc1	-5	-16
CCOC(=O)N1CCC(NC(=O)C2CCCN(S(C)(=O)=O)C2)CC1 (stereo unspecified)	3	6
O=C(Nc1cccc(O)c1)c1ccccc1	0	15
Cc1ccc(C2CC(C(F)F)n3ncc(C(=O)Nc4cnn(Cc5ccccc5C)c4)c3N2)cc1 (stereo unspecified)	8	34
Cc1cc(C)nc(SCC(=O)Nc2ccc(S(=O)(=O)Nc3nccs3)cc2)n1	2	5
